Screening results from PubChem BioAssay.
Granule exo inh: LAMP-1 surface exposure blockers, TALL-104 cells – cell-based, flow cytometry, MLPCN library, primary screen. hit rate 0.66% among 360,000. inhibition, % at 10 µM. TALL-104 LAMP-1 surface exposure; cells stimulated with thapsigargin and PMA;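 active means inhibition above about 55%, limit read from the data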
ABCB6 inh MLPCN: ABCB6 transporter inhibitors, primary screen, K562-ABCB6 cells, flow cytometry, MLPCN library | ATP-binding cassette sub-family B member 6 (Homo sapiens), Q9NP58 | K562-ABCB6 porphyrin accumulation, 1 h; stronger effect = lower value | fluorescence ratio to DMSO, % at 10 µM | hit rate 0.19% among 360,000;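 active means fluorescence ratio to DMSO below 75%, the collection mean minus 3 SD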;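 further: signal is porphyrin accumulated inside mitochondria; 100% equals median channel fluorescence of DMSO control wells; lower ratio means ABCB6 inhibition with less porphyrin fluorescence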
MC4R barr agon: MC4R agonists recruiting beta-arrestin, primary screen, cell-based, luminescence, agonist arm of biased-ligand search; U2OS MC4R beta-arrestin complementation; percent of melanotan II response, DMSO zero; hit rate 0.98% among 360,000; activation, % at 8.9 µM; Melanocortin receptor 4 (Homo sapiens), P32245;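 active means activation above a per-plate cutoff, the mean activation of sample wells on that plate plus 3 SD, cut at about 8% in these data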
H9c2 protect: cardioprotection against H2O2-induced cell death, primary screen, uHTS, H9c2 cells, ATPLite luminescence; protection from H2O2 cell death, % at 20 µM; H9c2 cardiomyocytes, H2O2 injury protection, 2 h; hit rate 0.63% among 360,000;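 active means compounds giving at least 50% protection of heart cells from peroxide-induced death in the single-dose screen, raw or plate-pattern-corrected value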;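 further: 0% = DMSO wells with peroxide and 100% = DMSO wells without peroxide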
CaV13 FRET inh: Disruptors of the CACNA1D IQ motif to Ca2+-dependent inactivation inhibitor domain association, primary screening, Förster resonance energy transfer in intact living …; HEK cells, CFP/YFP FRET ICDI-IQ, plate reader, 10 min; percent FRET-ratio fall versus neutral wells; inhibition, % at 12.3 µM; hit rate 0.098% among 340,000;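 active means mean replicate inhibition of at least 30% and at least 1% of replicates passing that level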;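 further: 0% = median of the neutral control wells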
Glyco luc inh: increase of ERlucT glycosylation luciferase signal, primary screen, N-linked glycosylation inhibitor project, D54 ERlucT cells, luminescence, set 2 | reporter increase, % at 12.5 µM | hit rate 0.23% among 360,000 | D54 ERlucT glycosylation luciferase reporter, 24 h; percent of 100 nM tunicamycin response;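 active means mean luciferase reporter signal, scaled so untreated is 0 and the glycosylation-blocking control 100, at or above a set limit in every replicate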;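 further: luciferase carries N-glycosylation sites so blocking glycosylation raises the light; 0% = median of neutral control wells and 100% = median of 100 nM tunicamycin wells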
m5-HT2A agonist: mouse Htr2a agonists via beta-arrestin recruitment, primary screen, cell-based, luminescence. hit rate 0.66% among 360,000. activation, % at 7.6 µM. CHO-K1 mHTR2A beta-arrestin complementation; percent of 30 µM serotonin response. 5-hydroxytryptamine receptor 2A (Mus musculus), P35363;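 active means activation above a run cutoff, the mean activation of all tested compounds plus 3 SD, cut at about 14% in these data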;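 further: 0% = plate median of compound wells and 100% = 30 µM serotonin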
ABHD5 PLIN5 PPI: ABHD5-PLIN5 interaction inhibitors, primary screen, cell lysate, split luciferase complementation, luminescence; Split G. princeps luciferase complementation, 4 h; inhibition, % at 4 µM; hit rate 0.78% among 360,000;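 active means inhibition above the mean inhibition across every tested compound plus 3 SD, cut at about 22% in these data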;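 further: 0% = DMSO only wells and the 100% control is not disclosed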
Target sequence (Q00G26 whole entry, looked up): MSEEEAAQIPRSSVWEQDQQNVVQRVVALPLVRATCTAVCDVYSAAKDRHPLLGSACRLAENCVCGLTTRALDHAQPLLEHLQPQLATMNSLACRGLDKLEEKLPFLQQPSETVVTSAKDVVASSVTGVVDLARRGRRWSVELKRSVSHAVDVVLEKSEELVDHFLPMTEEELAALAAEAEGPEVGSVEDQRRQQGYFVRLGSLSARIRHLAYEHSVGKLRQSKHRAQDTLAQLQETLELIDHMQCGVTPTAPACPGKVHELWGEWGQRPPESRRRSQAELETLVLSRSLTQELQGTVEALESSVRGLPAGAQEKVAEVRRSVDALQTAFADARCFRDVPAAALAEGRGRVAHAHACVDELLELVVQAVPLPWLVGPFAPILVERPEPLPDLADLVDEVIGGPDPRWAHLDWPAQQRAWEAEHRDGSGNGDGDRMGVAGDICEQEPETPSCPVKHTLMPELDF
Target sequence (Q8WTS1 whole entry, looked up): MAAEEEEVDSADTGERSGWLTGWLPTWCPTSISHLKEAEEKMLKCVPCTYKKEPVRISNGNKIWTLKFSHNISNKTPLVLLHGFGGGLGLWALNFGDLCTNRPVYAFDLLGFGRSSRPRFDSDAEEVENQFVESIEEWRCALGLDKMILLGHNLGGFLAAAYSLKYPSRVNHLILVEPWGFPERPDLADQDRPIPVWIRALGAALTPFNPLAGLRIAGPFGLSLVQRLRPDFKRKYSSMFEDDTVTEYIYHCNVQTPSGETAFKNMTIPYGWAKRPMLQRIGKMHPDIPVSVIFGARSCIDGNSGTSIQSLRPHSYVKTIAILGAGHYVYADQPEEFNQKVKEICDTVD
PDI turbidity: inhibitors of human PDI, primary screen, biochemical, turbidity, single point, plate reader | hit rate 0.052% among 350,000 | PDI insulin aggregation turbidity, A650, 90 min | Protein disulfide-isomerase (Homo sapiens), P07237 | inhibition, % at 10 µM;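 active means mean inhibition across replicates of 30% or more, whatever share of single replicates reach that level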;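 further: absorbance from insulin aggregation driven by PDI reduction with DTT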
MC4R antag cAMP: MC4R antagonists of cAMP signaling, primary screen, cell-based, TR-FRET, antagonist arm of biased-ligand search. Melanocortin receptor 4 (Homo sapiens), P32245. MC4R-expressing cells, MTII-stimulated cAMP, LANCE TR-FRET. inhibition, % at 6.5 µM. hit rate 0.48% among 360,000;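 active means inhibition above its plate's cutoff, the mean of tested wells on that plate plus 3 SD, cut at about 29% in these data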;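 further: 0% = Melanotan II alone and 100% = Melanotan II plus saturating MCL0020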
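System – human MC4R-expressing U2OS cells · Also added – Melanotan II · Dosing – one concentration, 6.5 µM nominal · Timing – 30-min compound, 1-h challenge, 1-h detection, room temperature · Measured by – Eu-cAMP/anti-cAMP TR-FRET, emission 671 nm · Replicates – singlicate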
Starred values were filed as active, the others as inactive; . = not tested or not shown.

SMILES	Granule exo inh	ABCB6 inh MLPCN	MC4R barr agon	H9c2 protect	CaV13 FRET inh	Glyco luc inh	m5-HT2A agonist	ABHD5 PLIN5 PPI	PDI turbidity	MC4R antag cAMP
CCOC(=O)C(NS(=O)(=O)c1ccc(Br)cc1)C(C)C (centres undefined)	-5	102	0.0	-6	-6	-1	2	1	0	0
CCOC(=O)C1=C(CC)OC(N)=C(C#N)C1c1ccc(OC)c(OC)c1OC (centres undefined)	0	103	2.3	0	-7	1	7	-2	-1	17
O=C(OCc1ccc(F)cc1)c1cc2ccccc2cc1O	23	98	1.6	-7	-19	0	-1	-3	7	11
COc1ccc2ccc(O)c(CN3CCN(S(=O)(=O)c4cccc(C(F)(F)F)c4)CC3)c2c1	11	101	-0.5	2	-7	-2	5	21	3	2
O=C(CCCc1ccccc1)N1CCN(C2CCCCC2)CC1	-2	104	-0.4	-2	-3	-2	25*	-1	-1	3
CCC1CCCCN1CC(=O)Nc1cc(C)nn1-c1nc(C)cc(C)n1 (centres undefined)	1	86	0.5	5	-9	4	3	-7	-5	5
CCOC(=O)Cn1c(CN(Cc2ccccc2)Cc2ccccc2)nc2c1c(=O)n(C)c(=O)n2C	3	95	6.2	36	-4	-3	-1	0	13	28
O=c1oc(-c2ccco2)nc2ccccc12	-4	104	-2.1	11	-6	3	1	0	-5	-3
O=C(C1CCCN(S(=O)(=O)c2cccc3cccnc23)C1)N1CCc2ccccc21 (centres undefined)	0	99	0.5	-20	-10	2	-4	-5	.	1
C=C(C)CN(CC)C(=O)CCc1nnc(CCc2c[nH]c3ccccc23)o1	3	101	-0.7	5	-4	2	-3	-4	2	14
CCCCNC(=O)C[C@@H]1C[C@@]2(C(=O)OC)CCCCC=C2N(CCC2=CCCCC2)C1=O	-3	97	.	.	-5	.	0	-5	.	.
Cc1cc(C(=O)NC2CCCc3c2cnn3-c2cccc(C)c2C)no1 (centres undefined)	-8	97	-2.3	-10	-4	-13	8	10	-2	0
O=C(Nc1ccccc1F)Nc1ccccc1OC(F)F	-6	97	-1.2	-6	-2	-1	7	3	1	-1
O=C(NNC(=O)c1ccccc1O)c1ccc(Br)cc1	-8	98	0.1	11	-2	1	1	-7	-15	0
CC(=O)Nc1cccc(NC(=O)c2c(-c3c(Cl)cccc3Cl)noc2C)c1	-2	99	1.2	-4	-7	-1	3	3	-8	4
C=CCn1c(-c2ccc(OC)c(OC)c2)n[nH]c1=S	0	86	-2.0	-6	-5	6	2	-4	-5	-1
CC(=O)c1ccc(S(=O)(=O)N2CCC3(CC2)CC(=O)c2ccccc2O3)cc1	43	101	-3.0	10	-5	-3	2	-7	4	-4
C/C(Cl)=C\C[N+](C)(C)CC(=O)OCCc1ccccc1	0	98	-1.0	-2	-21	2	2	5	2	-2
CC1=C(C(=O)Nc2ccccc2C(F)(F)F)C(c2sccc2C)NC(=S)N1 (centres undefined)	1	96	-3.6	4	0	18	0	-2	-2	2
COc1ccc(SCC(=O)Nc2ccc(N3CCN(C)CC3)c(F)c2)cc1	0	102	-0.3	-1	7	-6	-4	-1	-3	6
CC1CCCN(CCC(=O)Nc2ccc(Br)cc2)C1 (centres undefined)	1	105	-1.2	-6	-9	0	-5	5	3	-2
CCOC(=O)Nc1nc(-c2ccc(Cl)cc2Cl)cs1	-3	98	0.6	-2	-2	-1	-1	-3	19	12
COc1ccc(NC(=O)CSc2ccc3nnc(-c4cccnc4)n3n2)c(OC)c1	-3	104	-1.4	10	-18	6	-5	-3	-9	3
CN1CCN(NS(=O)(=O)c2ccc(Cl)cc2)CC1	14	94	-0.7	0	-3	2	-2	3	9	7
Nc1nc(NCCOCCO)nc(NC2CCCCC2)c1[N+](=O)[O-]	-12	106	0.4	1	-4	4	6	-3	10	0
O=C(C[C@@H]1CC[C@H](NC(=O)c2ccc3c(c2)OCO3)[C@@H](CO)O1)NCc1ccc(F)cc1	-3	.	.	.	-7	.	-2	4	.	.
Cc1cc(Cl)c(OCCCNCc2ccccc2)c(Br)c1	-15	100	2.1	-18	-5	1	20*	-2	-1	-9
CS/C(=N\S(=O)(=O)c1cccs1)Nc1ccc(F)cc1	-1	94	1.8	7	-6	-1	-1	8	-7	-3
COc1ccccc1CNC(=S)Nc1ccc2nc(N3CCN(C)CC3)cc(C)c2c1	55	96	-1.8	15	-2	3	-9	16	8	11
CCc1ccc(O)c(N=Cc2ccccc2O)c1	-4	125	-1.0	44	-8	-2	11	3	-1	11
COc1cccc(NC(=O)CN(C)C(=O)c2cccnc2Nc2cccc(C(F)(F)F)c2)c1	26	92	-2.4	-8	.	-3	9	-12	2	16
O=C(CSCc1ccc(F)cc1)N1CCN(c2ccc(F)cc2)CC1	-1	103	-0.3	-3	-4	-2	-5	-6	-1	23
CCOC(=O)Cn1c(=O)c(-c2cc(Br)ccc2N)nc2ccccc21	0	97	-0.1	-13	-2	-2	1	8	0	-1
O=C(Nc1ccc(S(=O)(=O)N2CCCC2)cc1)C1CCCCC1	4	93	-2.9	-6	-3	-1	-6	-7	-5	2
CCOC(=O)C1(C)CCN1C(=O)CSc1ccccc1 (centres undefined)	-2	102	-1.3	4	-10	2	6	-2	-2	13
O=C(COC(=O)c1ccc(F)cc1)NCC1COc2ccccc2O1 (centres undefined)	24	100	-0.5	4	-6	2	-6	-3	-11	14
CCCCNC(=O)CSc1nc(O)c(Cc2ccc(OC)cc2)c(=O)[nH]1	-4	98	-1.4	2	-2	0	3	-1	0	8
O=C(NCc1ccc2c(c1)OCO2)c1c(-c2ccsc2)sc2ccccc12	7	96	0.9	-6	-8	0	1	-3	-2	-3
CCOc1ccc(NC(=O)c2cccc3ccccc23)cc1	10	100	-2.1	-9	-5	21	-6	-6	2	-19
COc1ccc(C(=O)OCC(=O)NC(=O)NC2CCCC2)c(O)c1	0	99	3.0	-2	8	2	6	-4	-3	-5
C=C1CC[C@@H]2[C@](C)(CO)[C@H](O)CC[C@@]2(C)[C@@H]1C/C=C1/C(=O)OCC1O (some centres undefined)	6	98	0.6	16	-6	2	8	8	-2	16
CCOC(=O)c1c(C)[nH]c(C)c1S(=O)(=O)N(C)CC(=O)Nc1cccc(C)c1	-8	97	2.0	-2	-6	1	-7	6	1	-4
O=C(CSc1ccccc1)Nc1ccc(C(=O)Nc2ccc(O)cc2)cc1	-4	101	28*	-2	26	-5	4	-4	14	5
O=C(CSc1nnc2n1CCCCC2)NCc1ccccc1	-2	104	-2.4	1	-5	1	3	-1	4	12
CC1Cc2ccccc2N1C(=O)CSc1nnc(-c2ccc(S(=O)(=O)N3CCOCC3)cc2)n1C (centres undefined)	-9	100	-2.1	2	-5	-1	-3	1	26	20
COc1ccccc1OC(=O)CCN1c2ccccc2Sc2ccccc21	-2	99	-1.2	-6	-4	-1	-3	-1	4	2
Cc1ccc(C)c(-n2nnnc2SCC(=O)NNC(=O)c2ccco2)c1	-6	99	-2.4	1	0	1	3	-6	-4	-4
Cc1ccc(OCC(=O)Nc2ccc3c(c2)C(=O)NC3=O)cc1	-12	98	-3.4	-9	.	-1	3	-9	1	1
COc1ccc(OC)c(C(=O)CSc2nc3ncccc3[nH]2)c1	0	96	-2.6	9	-5	-2	1	-3	2	0
O=C(NC(=S)Nc1ccc2c(c1)OCCO2)c1ccccc1F	-3	98	-2.1	-21	-19	-6	-2	-4	-11	10

Following part.
SMILES	Granule exo inh	ABCB6 inh MLPCN	MC4R barr agon	H9c2 protect	CaV13 FRET inh	Glyco luc inh	m5-HT2A agonist	ABHD5 PLIN5 PPI	PDI turbidity	MC4R antag cAMP
CNC(=O)c1cc(C(=O)c2ccc(Cl)cc2)c(Br)[nH]1	-8	97	-0.8	-6	-7	2	0	7	-3	23
COc1ccccc1N1CCN(C(=O)c2cccc(S(=O)(=O)N3CCCCCC3)c2)CC1	-1	90	-2.1	3	-5	0	-4	-3	2	10
Cc1cc2cc3c(cc2nc1SCC(=O)OC(C)C)OCO3	-1	101	0.1	-9	-2	0	7	1	2	6
COc1ccccc1C(=O)NC(=O)COC(=O)c1cnc(C)cn1	-4	95	1.2	32	-6	0	4	12	11	3
CCC(C)(C)NC(=O)C(c1cccc(OC)c1OC)N(Cc1ccc(OC)cc1)C(=O)CCC(=O)Nc1cc(C)on1 (centres undefined)	2	92	0.8	0	-4	0	2	0	7	9
COC(=O)c1ccc(NC(=O)CN2CCN(c3ccccc3C)CC2)cc1	-3	101	2.2	-5	-9	2	-3	-1	7	0
CC1(C)c2[nH]c3ccccc3c2C[C@@H]2C(=O)N(c3ccc(F)cc3F)C(=O)N21	-4	101	1.6	1	-15	0	-3	0	11	9
CCOc1[nH]n(-c2ccc(Cl)cc2)c(=O)c1C=Nc1ccc(Cl)cc1	0	98	0.7	-2	-4	2	-4	-6	-3	2
COc1cc(OC)cc(C(=O)N2CCN(S(=O)(=O)c3ccc4c(c3)OCCO4)CC2)c1	-6	99	-1.4	1	-6	5	2	-1	-6	5
CC(OC(=O)CCCC(=O)Nc1ccccc1)C(=O)c1ccccc1 (centres undefined)	-8	99	-0.9	2	-6	2	-9	-12	-33	2

Two compounds from above, reduced to MC4R barr agon:
Structure	MC4R barr agon
COc1ccccc1N1CCN(C(=O)c2cccc(S(=O)(=O)N3CCCCCC3)c2)CC1	-2.1
Cc1cc2cc3c(cc2nc1SCC(=O)OC(C)C)OCO3	0.1

Next section
SMILES	Granule exo inh	ABCB6 inh MLPCN	MC4R barr agon	H9c2 protect	CaV13 FRET inh	Glyco luc inh	m5-HT2A agonist	ABHD5 PLIN5 PPI	PDI turbidity	MC4R antag cAMP
COCCn1c(=NC(=O)CCS(=O)(=O)c2ccccc2)sc2cc(C(=O)OC)ccc21	5	97	-0.3	0	-1	-1	1	7	-3	7
O=C1/C(=C/c2cccnc2)SC(=S)N1CC1CCCO1 (centres undefined)	-1	96	-0.8	-6	3	0	6	1	1	-1
Cc1cc(NC(=O)CCC(=O)N(C2CC2)C(C(=O)NC(C)(C)C)c2ccccc2Cl)no1 (centres undefined)	6	98	-0.7	-1	-4	0	-3	-1	3	5
COc1ccc(C2/C(=C(/O)c3ccc(F)cc3)C(=O)C(=O)N2CCCN2CCOCC2)cc1OC (centres undefined)	1	98	-1.2	-2	.	1	4	4	-9	9
CCOC(=O)C1Cc2ccccc2CN1 (centres undefined)	2	101	-2.1	4	-5	5	-5	2	-1	0
COc1cc(OC)cc(C(=O)NCc2ccc3[nH]c(C)cc3c2)c1	9	103	-3.4	-8	-4	-1	-10	-2	5	8

Compounds were not picked by outcome. Share with any hit: about 4.2%.
